APP transl inh = inhibitors of APP translation via 5'UTR reporter, primary screen, APP 5'UTR luciferase, SH-SY5Y cells | SH-SY5Y APP 5'UTR-luciferase reporter, luminescence | inhibition, % at 2 µM | hit rate 0.82% among 190,000;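 active means inhibition above a set limit, derived from the sample mean plus 3 SD, cut at about 45% in these data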; further: values of inactives mirror those of a sister screen read the other way
APP 5'UTR act = activators of APP 5'UTR luciferase reporter, primary screen, SH-SY5Y cells. SH-SY5Y APP 5'UTR luciferase reporter, luminescence; zero percent = DMSO vehicle wells. activation, % at 2 µM. hit rate 1% among 190,000;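 active means activation above a set limit, based on mean plus 3 SD of controls, cut at about 140% in these data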; further: values of inactives mirror those of a sister screen read the other way
NF-kB expr up = activators of NF-kB expression in neurons, primary screen, cell-based, HTS | human neuronal cells, NF-kB reporter expression; hits give high values | fold change at 12.5 µM | hit rate 1.6% among 190,000; in the data active means fold change above about 3.3
TLR4-MyD88 BLA = inhibitors of TLR4-MyD88 association in cells, primary screen, cell-based, HeLa CL3-4, BLA complementation, FRET ratio | Toll-like receptor 4 (Homo sapiens) + Myeloid differentiation primary response protein … | HeLa CL3-4 TLR4/MyD88 BLA complementation | inhibition, % at 8.4 µM | hit rate 0.18% among 200,000 | AID 861, 2007; in the data active means inhibition above about 25%;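 further: 0% = vehicle and 100% = reference inhibitor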
Target sequence (O00206 whole entry, looked up): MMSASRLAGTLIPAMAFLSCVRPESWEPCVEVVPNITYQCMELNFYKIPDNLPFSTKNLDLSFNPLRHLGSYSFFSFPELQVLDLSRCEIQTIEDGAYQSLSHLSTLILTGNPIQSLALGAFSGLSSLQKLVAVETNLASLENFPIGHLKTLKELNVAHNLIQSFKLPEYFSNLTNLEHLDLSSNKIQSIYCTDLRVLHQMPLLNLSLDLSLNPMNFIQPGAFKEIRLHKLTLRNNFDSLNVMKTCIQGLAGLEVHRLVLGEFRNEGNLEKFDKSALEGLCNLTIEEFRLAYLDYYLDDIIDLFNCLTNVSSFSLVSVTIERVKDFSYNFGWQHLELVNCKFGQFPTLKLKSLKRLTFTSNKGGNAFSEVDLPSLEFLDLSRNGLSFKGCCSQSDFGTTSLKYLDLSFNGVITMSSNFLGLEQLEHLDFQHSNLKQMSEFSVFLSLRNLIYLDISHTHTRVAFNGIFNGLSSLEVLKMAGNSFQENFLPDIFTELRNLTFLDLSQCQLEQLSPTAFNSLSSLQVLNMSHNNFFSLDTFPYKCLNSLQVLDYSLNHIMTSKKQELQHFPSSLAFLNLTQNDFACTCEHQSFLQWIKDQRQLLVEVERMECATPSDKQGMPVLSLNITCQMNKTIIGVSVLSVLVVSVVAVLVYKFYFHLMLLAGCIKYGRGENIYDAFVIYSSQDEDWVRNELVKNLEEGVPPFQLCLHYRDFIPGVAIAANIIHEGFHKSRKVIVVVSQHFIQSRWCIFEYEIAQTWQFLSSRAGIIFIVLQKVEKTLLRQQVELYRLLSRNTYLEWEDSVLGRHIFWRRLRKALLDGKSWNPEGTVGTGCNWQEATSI
Target sequence (Q99836 whole entry, looked up): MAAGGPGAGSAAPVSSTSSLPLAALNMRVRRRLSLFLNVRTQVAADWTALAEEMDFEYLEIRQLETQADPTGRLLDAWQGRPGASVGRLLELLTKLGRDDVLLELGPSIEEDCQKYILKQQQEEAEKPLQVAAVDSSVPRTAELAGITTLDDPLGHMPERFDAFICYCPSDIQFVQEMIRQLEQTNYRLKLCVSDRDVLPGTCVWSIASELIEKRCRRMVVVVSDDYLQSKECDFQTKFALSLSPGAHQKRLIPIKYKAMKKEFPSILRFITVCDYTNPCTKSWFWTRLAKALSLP
FLuc inhib CS = firefly luciferase enzyme inhibitors, primary screen, artefact control for luciferase-based inhibitor screens, biochemical, luminescence, ATPLite. Luciferin 4-monooxygenase (Photinus pyralis), P08659. hit rate 1.5% among 200,000. 10 min. inhibition, % at 10 µM;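 active means inhibition above about 50% when tested at 10 µM, limit read from the data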
Diaph inh CS = diaphorase inhibitors and chemical oxidizers, primary screen, counter-screen for diaphorase-coupled primary assays, biochemical, uHTS, resorufin fluorescence. hit rate 0.69% among 190,000. inhibition, % at 20 µM. diaphorase resazurin-to-resorufin fluorescence, NADH, 16 min; bacterial (C. kluyveri) enzyme, not human;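 active means primary screen inhibition at 20 µM above a set limit, cut at about 50% in these data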;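 further: plate controls were DMSO with full reaction for no effect and wells lacking NADH for full effect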
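System: Diaphorase enzyme from Clostridium kluyveri | Amount: Enzyme working solution with 0.14 U/mL diaphorase | Benchmarks: No-NADH positive control and DMSO neutral control | Signal: Fluorescence of resorufin formed from resazurin, Ex 544/Em 590 nm | Schedule: 16-min room-temperature incubation before reading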
FLuc act counter = FLuc activators, initial screening, artefact control for FLuc-dependent activation tests, biochemical, ATPlite luminescence | Luciferin 4-monooxygenase (Photinus pyralis), P08659 | ATPlite luciferase biochemical, 10 min; 0 = ATP-free wells, 1 = DMSO control | activation factor at 10 µM | 200,000 tested, under 10 active | AID 1027, 2008;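 active means luciferase activation factor, scaled between plate controls, of at least 2 with compound at 10 µM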
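Assay system: Luciferase/luciferin detection reagent, cell-free biochemical luciferase assay / Also added: ATP substrate / Schedule: 10 min at ambient temperature / Measured by: luminescence measurement of luciferase light output / Benchmarks: low control with PBS replacing ATP, high control enzyme plus ATP without compound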
G6PDH CS = L. mesenteroides G6PDH inhibitors, counter-screen for G6PDH-coupled screening assays, biochemical, Leuconostoc mesenteroides enzyme; glucose-6-phosphate dehydrogenase [Leuconostoc mesenteroides]; AID 1020, 2008; inhibition, % at 5 µM; Purified L. mesenteroides G6PDH, diaphorase/resazurin coupled fluorescence, 45 min; hit rate 0.12% among 200,000; in the data active means inhibition above about 50%
STAT1 act = STAT1 signaling activators, primary screen, cell-based, HTS, luciferase reporter; hit rate 2.6% among 200,000; NIH 3T3 STAT1-luciferase reporter, IFN-gamma, luminescence; 100% = IFN-gamma alone, no compound; AID 932, 2007; activation (% of control), % at 5.5 µM;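 active means activation above the screen-wide mean activation plus 3 SD, cut at about 130% in these data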;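 further: raw ratio to IFN-gamma control signal so 100% means no change and 0% no light; values of inactives mirror those of a sister screen read the other way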
Diaph act CS = compounds boosting diaphorase resazurin reduction – biochemical, uHTS, resorufin fluorescence, counter-screen for diaphorase-coupled primary assays, primary screen; activation factor at 20 µM; hit rate 0.005% among 190,000; Diaphorase/resazurin coupled assay, 16 min; hits give high values; 1 = vehicle wells, 0 = NADH-free wells;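 active means diaphorase activity raised at least twofold by the compound at 20 µM; inactive means activation factor below 2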
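Assay system: Purified diaphorase enzyme from Clostridium kluyveri | Amount: Enzyme 0.07 U/mL final | Dosing: Compound 20 µM once, DMSO 1% | Timing: 16 min reaction at room temperature | Detection: Fluorescence, excitation 544 nm and emission 590 nm | Evaluation: Higher resorufin formation from activation or reduction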
The depositor's hits bear a star.

The line under a structure holds: NF-kB expr up	FLuc act counter	FLuc inhib CS	Diaph act CS	APP transl inh	Diaph inh CS	G6PDH CS	TLR4-MyD88 BLA	STAT1 act	APP 5'UTR act
- CCOC(=O)CNC(=O)c1ccccc1
    1.4	1.1	-10	1	6	4	8	-4	98	-6
- Cc1ccnc(NC(=O)c2cccc(NS(=O)(=O)c3ccccc3C)c2)c1
    1.1	1.1	-5	0.9	-6	8	6	4	105	6
- CC1=C(C(=O)Nc2cccnc2)C(c2cccnc2)n2ncnc2N1 (stereo not drawn)
    1.3	1.1	-7	0.9	-7	11	7	2	101	7
- COC(=O)C1=C(N)N(c2ccccc2F)C2=C(C(=O)CC(C)(C)C2)C1c1ccc(OC)c(OC)c1 (stereo not drawn)
    1.2	1.1	-8	0.9	11	14	-3	2	100	-11
- CC(=O)Nc1ccc(Nc2cc(C)nc3c(-c4ccc(Cl)cc4)cnn23)cc1
    0.5	1	-2	1	-120	3	2	8	120	120
- Cc1cc[n+](-c2nc3ccccc3nc2[N-]S(=O)(=O)c2ccccc2)cc1
    1	1	-4	1.1	-14	-7	10	-16	96	14
- Cc1cc(C)cc(OCC(=O)Nc2ccc(N3CCN(C(=O)c4ccco4)CC3)cc2)c1
    1	1	-2	0.8	16	15	-10	8	98	-16
- N#Cc1cccc(N=c2ssnc2Cl)c1
    1.2	1	0	0.7	11	28	4	-1	97	-11
- CCCn1c(Nc2nc3ccccc3n2C)nc2ccccc21
    1.3	1	-3	0.8	-1	16	-3	-2	93	1
- N#Cc1cc2c(=O)n3ccccc3nc2n(-c2ccccc2Cl)c1=O
    1.5	1.1	-9	0.8	6	20	-1	-75	92	-6
- Cc1ccc(-c2nc(CN(C)Cc3ccc4nccnc4c3)c(C)o2)s1
    1	1.1	-9	0.9	-18	11	8	-8	97	18
- COc1ccc(CNCc2cccc(Oc3ccccc3)c2)cc1
    1.3	1	0	0.9	16	12	13	16	96	-16
- N#CC1=C(SCC(=O)Nc2ccccc2)NC(=O)CC1c1ccc(O)cc1 (stereo not drawn)
    0.52	1	-4	0.7	-78	31	0	9	90	78
- COc1cc(CNC2CCCCC2OC)cc(OC)c1OC (stereo not drawn)
    1.1	1	-4	1	11	-1	2	1	101	-11
- COc1ccc(CNC(=O)c2cc(-c3ccncc3)nc3c(C)cc(C)cc23)cc1OC
    0.81	1.1	-5	1.1	-3	-10	11	8	104	3

Quoted at random: five compounds from above
The line under a structure holds: NF-kB expr up	FLuc act counter	FLuc inhib CS	Diaph act CS	APP transl inh	Diaph inh CS	G6PDH CS	TLR4-MyD88 BLA	STAT1 act	APP 5'UTR act
- COc1ccc(CNCc2cccc(Oc3ccccc3)c2)cc1
    1.3	1	0	0.9	16	12	13	16	96	-16
- COC(=O)C1=C(N)N(c2ccccc2F)C2=C(C(=O)CC(C)(C)C2)C1c1ccc(OC)c(OC)c1 (stereo not drawn)
    1.2	1.1	-8	0.9	11	14	-3	2	100	-11
- CC1=C(C(=O)Nc2cccnc2)C(c2cccnc2)n2ncnc2N1 (stereo not drawn)
    1.3	1.1	-7	0.9	-7	11	7	2	101	7
- CC(=O)Nc1ccc(Nc2cc(C)nc3c(-c4ccc(Cl)cc4)cnn23)cc1
    0.5	1	-2	1	-120	3	2	8	120	120
- N#CC1=C(SCC(=O)Nc2ccccc2)NC(=O)CC1c1ccc(O)cc1 (stereo not drawn)
    0.52	1	-4	0.7	-78	31	0	9	90	78

(list continues)
The line under a structure holds: NF-kB expr up	FLuc act counter	FLuc inhib CS	Diaph act CS	APP transl inh	Diaph inh CS	G6PDH CS	TLR4-MyD88 BLA	STAT1 act	APP 5'UTR act
- CC(Sc1n[nH]c(N)n1)C(=O)Nc1ccc(Cl)cn1 (stereo not drawn)
    1.1	1	0	1.1	-15	-7	4	3	90	15
- Cc1ccc([N+](=O)[O-])cc1NC(=S)NC(=O)C(C)(C)C
    1.1	1	-2	1	-5	3	-3	-1	107	5
- Cc1noc(NS(=O)(=O)c2ccc(NC(=O)CC34CC5CC(CC(Br)(C5)C3)C4)cc2)c1C
    1.1	1.1	-6	0.9	2	6	4	1	96	-1
- CC(C(=O)Nc1c2c(cc3c1CCC3)CCC2)N1CCCC1 (stereo not drawn)
    1.1	1	-1	0.9	-19	10	14	0	94	19
- Cc1ccc(-c2nn3cnnc3c3ccccc23)cc1
    0.91	1.1	-8	1	7	1	9	1	98	-7
- Cc1ccc(-c2nc3sc4c(N)ncnc4c3c3c2CCCC3)cc1
    0.76	1.1	-11	1	-1	2	4	-1	103	1
- O=C(CN1CCN(Cc2ccccc2)CC1)Nc1cccc(C(F)(F)F)c1
    0.98	1	-1	0.9	-11	8	0	2	95	11
- Cn1c(CS/C(N)=N/N=C/c2ccccc2)c(Br)c(=O)n1-c1ccccc1
    1	0.9	14	0.9	-24	12	-5	-4	94	24
- CC(C)N1CCN(Cc2ccsc2)CC1CCO (stereo not drawn)
    1.1	1	-3	1	1	1	7	15	104	-1
- CCOc1ccc(-n2cnnn2)cc1S(=O)(=O)N1CCC(C)CC1C (stereo not drawn)
    1	1	-4	0.8	-21	22	3	-2	95	21
- CCN1C(=O)/C(=C\N(C)C)NC1=S
    1	1.1	-6	0.9	-18	12	3	-13	98	18
- CCn1cc([N+](=O)[O-])c(C(=O)N2CCN(C(=O)c3ccco3)CC2)n1
    1.4	1	-1	1	0	5	8	3	102	0
- Cc1nnc(SCC(=O)Nc2nsc(-c3ccc(C(C)(C)C)cc3)n2)s1
    8.6*	0.9	11	0.8	-147	21	3	3	141*	147*
- COc1ccccc1C(=O)Nc1ccc2c(c1)nc1n2CCN(Cc2ccccc2)C1
    0.54	1	2	0.9	-11	7	-13	-13	100	11
- CCn1cc(C(=O)N2CCc3ccccc32)c(=O)c2cc(S(=O)(=O)N3CCCCCC3)ccc21
    0.55	1.1	-10	0.8	2	15	1	-3	100	-2
- O=C(Nc1ccc(Cl)cc1Cl)C1CCC(=O)N1Cc1ccccc1Cl (stereo not drawn)
    0.83	1	-2	0.9	-17	5	5	-5	98	17
- COc1ccc(S(=O)(=O)Nc2ccc(Oc3ncccn3)c(Cl)c2)cc1
    1.4	1.1	-5	0.9	46*	7	4	-6	101	-45
- S=C(Nc1ccccc1)N1CCN(C(=S)c2ccccc2)CC1
    0.52	1	2	0.8	-32	20	5	-17	98	31
- O=C(NCc1ccccc1)Nc1cccn(Cc2ccc(F)cc2)c1=O
    0.95	0.9	10	0.9	2	5	7	12	109	-2
- COc1cc2c(cc1OC)C(c1ccco1)CC(=O)N2 (stereo not drawn)
    0.91	1	-2	0.9	0	13	0	13	83	0
- CC(=O)c1c(C)nc(C)nc1NC(=O)Cc1ccccc1
    0.98	1.1	-6	1.1	-7	-10	4	5	84	7
- CCn1c(SCC(=O)OC2CCCCC2)nc2ccccc2c1=O
    0.98	1	-4	0.8	9	19	7	5	96	-9
- CSc1nc2cc3c(cc2n1C(=O)c1ccc(C)cc1)OCCO3
    1.8	1	-1	1	-2	2	8	1	109	2
- CCCOC(=O)CSC1=C(C#N)C(c2ccccc2OCC)C(C#N)C(=O)N1 (stereo not drawn)
    1.1	1.1	-9	0.8	-14	22	3	-6	88	14
- Cn1c(=O)n(CCCOc2ccc(Cl)cc2)c2ccccc21
    1.1	1	-3	0.8	-24	16	-26	-11	102	24
- O=C1CCCCC1c1cccc2ccccc12 (stereo not drawn)
    1.2	1	-5	0.9	-5	8	9	2	97	5
- CCC(C)(C)n1nnnc1C(c1ccc(O)c(OC)c1)N1CCN(c2nc3ccccc3s2)CC1 (stereo not drawn)
    1.4	1.1	-11	0.7	8	30	6	10	106	-8
- CCOC(=O)c1ccc(NC(=S)NCC(O)c2ccccc2)cc1 (stereo not drawn)
    0.84	1	-2	0.9	4	9	-2	4	105	-4
- CC(C)C(NC(=O)Cc1ccccc1[N+](=O)[O-])C(C)C
    1	1	-1	0.9	-7	10	-1	-4	92	7
- CCCOc1cccc(C(=O)Nc2cccnc2)c1
    0.99	1	-4	0.8	-4	15	10	-2	102	4
- COC(c1ccccc1)c1nnc(CCC(=O)NC2CCCCC2)o1 (stereo not drawn)
    1.2	1	-5	1.1	0	-11	6	-14	90	0
- Cc1nc2cc(-n3ccc(=O)cc3)ccc2n1-c1ccccc1
    1.3	0.9	5	1.1	1	-6	-5	7	96	-1
- COCON1C(=O)CN(C(C)=O)C1c1ccc(Cl)cc1Cl (stereo not drawn)
    1.1	1	1	1	-5	0	8	6	99	5
- CCOc1ccc(N2C(=O)CC(n3ccc(C)n3)C2=O)cc1 (stereo not drawn)
    1.1	1.1	-8	0.8	4	18	1	8	102	-4
- O=C(NN1C(=O)c2ccccc2NC1c1ccco1)c1ccc([N+](=O)[O-])cc1 (stereo not drawn)
    1.1	1	-3	0.9	1	7	-4	-4	93	-1
- O=C(CSCc1cccc(Cl)c1)N1CCN(Cc2ccc3c(c2)OCO3)CC1
    1.3	1	-4	0.9	-2	8	7	-3	98	3
- Cc1ccc(C(=O)NC(=S)Nc2ccc(N3CCOCC3)cc2)cc1C
    1.1	1.1	-8	0.7	-1	32	-3	3	101	1
- CC(C)Cn1c(SCC(=O)NCc2ccco2)nnc1-c1ccncc1
    1	1.1	-8	0.9	3	11	10	-10	101	-3
- COc1ccc(/C=C(\NC(=O)c2cccs2)C(=O)Nc2ccccc2C)cc1OC
    1.1	1	-5	1	-9	4	2	-8	105	9
- O=C(c1ccc(S(=O)(=O)N2CCOCC2)cc1)N1CCOCC1
    1.1	1	-3	1.1	-11	-11	14	11	88	11
- CC(C)n1nnnc1SCC(=O)c1ccc2c(c1)OCCO2
    2.2	0.8	20	0.8	-156	25	6	-10	112	156*
- Cc1cccc(C)c1NC(=O)C(NC=O)c1ccc(N(C)C)cc1 (stereo not drawn)
    1.2	1.1	-5	0.9	-4	14	-3	-1	95	4
- CCCCCOc1ccc(NC(=O)c2cc(SC)ccc2Cl)cc1
    1.2	1.1	-9	0.8	-27	20	7	1	105	27
- O=C(c1cc([N+](=O)[O-])cc([N+](=O)[O-])c1)N1CCN(Cc2ccc3c(c2)OCO3)CC1
    0.95	1	-1	0.9	10	14	3	1	97	-10
- COc1ccc(-c2cn3cccnc3n2)cc1NC(=O)c1ccc(Br)o1
    0.49	1	-5	0.9	-1	10	1	1	99	1
- Cc1cc(Cl)ccc1NC(=S)NCc1ccccc1
    0.99	1.1	-7	0.9	-7	12	-13	-6	97	7
